TNAP inh hiacc – human TNAP enzyme inhibitors, primary screen, biochemical, luminescent, high phosphate acceptor level, uHTS; Alkaline phosphatase, tissue-nonspecific isozyme (Homo sapiens), P05186; purified TNAP, CDP-star luminescence, 1 M DEA; inhibition, % at 20 µM; actives 0.03% (n = 200,000); AID 1135, 2008;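 active means over 50% inhibition of tissue-nonspecific alkaline phosphatase at 20 µM in the single-dose screen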;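 further: plate controls were DMSO wells for no effect and EDTA-quenched wells as full inhibition for full effect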
Target sequence (P05186 whole entry, looked up): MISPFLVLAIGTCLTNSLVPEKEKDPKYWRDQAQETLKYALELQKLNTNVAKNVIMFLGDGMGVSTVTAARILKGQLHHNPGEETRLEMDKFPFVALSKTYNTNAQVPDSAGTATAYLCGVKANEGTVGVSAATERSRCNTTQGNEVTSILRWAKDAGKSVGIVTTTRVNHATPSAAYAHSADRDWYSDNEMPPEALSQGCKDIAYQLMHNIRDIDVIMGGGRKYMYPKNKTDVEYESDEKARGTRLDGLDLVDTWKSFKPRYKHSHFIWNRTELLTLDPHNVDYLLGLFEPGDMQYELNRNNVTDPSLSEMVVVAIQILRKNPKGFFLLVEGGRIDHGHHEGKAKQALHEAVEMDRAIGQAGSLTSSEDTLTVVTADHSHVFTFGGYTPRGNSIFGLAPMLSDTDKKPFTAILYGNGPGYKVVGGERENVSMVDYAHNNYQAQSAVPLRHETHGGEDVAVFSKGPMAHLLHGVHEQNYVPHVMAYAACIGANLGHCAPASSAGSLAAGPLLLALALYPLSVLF
bIAP act – bovine intestinal alkaline phosphatase activators, primary screen, biochemical, bovine IAP, CDP-star luminescence | alkaline phosphatase, intestinal [Bos taurus] | purified bovine IAP, 30 min; stronger effect = higher value; fold of DMSO-control signal, blank-subtracted | activation factor at 20 µM | actives 0.17% (n = 200,000) | AID 1016, 2008;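 active means activation factor of 2 or more at 20 µM, a signal rise over negative controls twice the positive control's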
TR-FRET SRC-2 ct – TR-FRET signal artefacts, primary screen, artefact control for PPARgamma SRC-2 agonist project, biochemical; TR-FRET artefact counter-screen; stronger effect = higher value; AID 1049, 2008; actives 0.4% (n = 200,000); TR-FRET ratio at 8 µM; in the data active means TR-FRET ratio above about 2000; further: inactives centre near 1500
PPARg SRC-3 ag – PPARgamma agonists recruiting SRC-3 coactivator, primary screen, biochemical. Peroxisome proliferator-activated receptor gamma (Homo sapiens), P37231. biochemical PPARgamma/SRC-3 coactivator recruitment assay. activation, % at 8 µM. actives 0.26% (n = 200,000). AID 731, 2007; in the data active means activation above about 23%;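 further: 0% = DMSO and 100% = reference agonist; some compounds past the cut are filed as inactive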
Target sequence (P37231 whole entry, looked up): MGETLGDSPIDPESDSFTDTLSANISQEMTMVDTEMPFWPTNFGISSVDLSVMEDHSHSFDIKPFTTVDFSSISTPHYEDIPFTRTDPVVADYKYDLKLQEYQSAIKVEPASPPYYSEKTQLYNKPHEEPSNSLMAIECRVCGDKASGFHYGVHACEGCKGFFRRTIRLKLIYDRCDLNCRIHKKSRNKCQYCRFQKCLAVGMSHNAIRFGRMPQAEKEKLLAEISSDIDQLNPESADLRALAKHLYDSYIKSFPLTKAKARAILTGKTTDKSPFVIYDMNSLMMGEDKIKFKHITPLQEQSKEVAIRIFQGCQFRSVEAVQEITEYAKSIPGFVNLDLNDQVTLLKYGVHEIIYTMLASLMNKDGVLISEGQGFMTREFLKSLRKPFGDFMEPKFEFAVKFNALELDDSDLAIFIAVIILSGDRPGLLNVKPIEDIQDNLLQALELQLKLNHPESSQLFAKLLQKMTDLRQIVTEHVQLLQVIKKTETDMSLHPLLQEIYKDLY
bIAP inh – bovine intestinal alkaline phosphatase inhibitors, primary screen, selectivity assay for TNAP inhibitor project, biochemical, bovine IAP, CDP-star luminescence; inhibition, % at 20 µM; purified bovine IAP, 30 min; alkaline phosphatase, intestinal [Bos taurus]; 190,000 tested, under 10 active;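 active means over 50% inhibition of intestinal alkaline phosphatase at 20 µM in the single-dose screen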
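Incubation: 30 min reaction at room temperature / Material: purified bovine intestinal alkaline phosphatase (IAP) enzyme / Input: enzyme at 1/65,000,000 dilution / Dosing: 20 µM single dose / Signal: CDP-star luminescence signal / Reagent: CDP-star chemiluminescent phosphatase substrate, 30 µM final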
HMGR II inh – inhibitors of E. faecalis class II HMGR, primary screen, biochemical, Enterococcus faecalis. HMG-CoA reductase (Enterococcus faecalis, mvaE). purified E. faecalis HMGR, NADPH absorbance 340 nm kinetic. inhibition, % at 10 µM. actives 0.41% (n = 190,000). AID 1066, 2008;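 active means inhibition above a set limit, the median over all tested compounds plus 3 SD, cut at about 9.5% in these data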;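 further: enzyme runs in reverse so mevalonate oxidation gives rising NADPH absorbance; 0% = complete reaction with DMSO and 100% = background rate lacking mevalonate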
TNAP inh no acc – human TNAP enzyme inhibitors, primary screen, biochemical, luminescent, no phosphate acceptor, uHTS; purified TNAP, CDP-star luminescence, 30 min; actives 0.26% (n = 200,000); inhibition, % at 20 µM; Alkaline phosphatase, tissue-nonspecific isozyme (Homo sapiens), P05186;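 active means tissue-nonspecific alkaline phosphatase inhibition above about 50% at 20 µM in the single-dose screen, limit read from the data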;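 further: 0% = DMSO negative control and 100% = EDTA positive control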
PPARg SRC1 recr – PPARgamma agonists recruiting SRC-1 coactivator, primary screen, biochemical | Peroxisome proliferator-activated receptor gamma (Homo sapiens), P37231 | actives 0.41% (n = 200,000) | PPARgamma-SRC-1 coactivator recruitment biochemical assay | activation, % at 8 µM; in the data active means activation above about 19%;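 further: 0% = DMSO and 100% = reference agonist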
TNAP act hiacc – TNAP activators at high phosphate acceptor level, primary screen, biochemical, luminescence, uHTS; 200,000 tested, under 10 active; Alkaline phosphatase, tissue-nonspecific isozyme (Homo sapiens), P05186; activation factor at 20 µM; purified TNAP, CDP-star luminescence, 1 M DEA, 30 min; stronger effect = higher value; 0 = EDTA background, 1 = DMSO-only activity;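 active means activation factor at least 2 at 20 µM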
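Assay system: human TNAP; Input: enzyme diluted 1/800 final; Reagent: CDP-star luminogenic substrate at 100 µM final; Timing: 30 min, room temperature; Signal: luminescence; Evaluation: TNAP activation factor scaled between EDTA and DMSO control wells.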
PPARg SRC-2 ag – agonists of PPARg-SRC-2 recruitment, primary screen, biochemical, HTS; activation, % at 8 µM; PPARgamma LBD-SRC-2 recruitment; actives 0.34% (n = 200,000); Peroxisome proliferator-activated receptor gamma (Homo sapiens), P37231; in the data active means activation above about 22%;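 further: 0% = vehicle and 100% = reference agonist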
Starred values were filed as active, the others as inactive; . = no result given. Rows are unselected; any-hit rate near 1.6%.

SMILES	TNAP inh hiacc	bIAP act	TR-FRET SRC-2 ct	PPARg SRC-3 ag	bIAP inh	HMGR II inh	TNAP inh no acc	PPARg SRC1 recr	TNAP act hiacc	PPARg SRC-2 ag
O=C(NCc1ccc(Cl)cc1)c1ncn[nH]1	-5.3	1	1370	-0.2	-1.9	0.3	-23.5	1.4	1.1	0.1
Nc1nc(SCC(=O)Nc2ccc(Cl)cn2)n[nH]1	0.4	1.2	1489	-0.5	-16.4	-2.7	6.4	-1.2	1	-2.4
Cc1ccc(Nc2nnc(SCC(=O)Nc3cccnc3Cl)s2)cc1C	-6.2	0.8	1459	3.9	17.9	-8.0	-15.0	3.8	1.1	7.0
COc1ccccc1CC(=O)Nc1ccc2nc(C)sc2c1	1.0	1	1747	2.4	3.5	-0.9	-12.0	2.6	1	3.2
Cc1ccc(C2C3=C(CC(C)(C)CC3=O)Nc3[nH]c(=S)[nH]c(=O)c32)cc1 (centres undefined)	-0.9	0.9	.	.	11.4	-0.6	2.7	.	1	.
O=C(N/C=C\c1ccccc1)NCc1ccc(Cl)cc1Cl	-4.6	0.8	1473	-3.7	23.9	1.7	-10.3	0.7	1	1.7
Cc1ccc(C(=O)NCCCn2ccnc2)cc1[N+](=O)[O-]	-2.4	1	1375	4.9	4.7	-6.0	-2.7	4.9	1	-3.6
CCCC(=O)Nc1sc2c(c1C#N)CCCCC2	-5.6	0.9	1229	-13.0	7.6	1.9	-13.7	-5.0	1.1	-3.6
CCOc1ccc(-n2c(SCc3ccc(C(=O)OC)o3)nc3c(c2=O)SCC3)cc1	-8.6	1	1557	-2.1	-3.6	1.1	-13.5	-3.0	1.1	3.6
CC(C)(C)NC(=O)NC(=O)COC(=O)COc1ccc(Cl)cc1Cl	-5.4	1.1	1687	5.0	-8.5	-2.0	-11.7	-1.2	1.1	5.7
Cc1ccc(OC(=O)c2cc(=O)c3ccccc3o2)cc1	-0.1	1.1	1525	-5.2	-10.4	-3.4	-11.9	1.6	1	-2.5
Cc1cc(C)n(C(=O)c2nn(C)c(C)c2[N+](=O)[O-])n1	-4.1	1.1	1347	-2.3	-6.1	-0.9	-10.8	-0.2	1	6.9
O=C(/C=C/Nc1cccc(F)c1)c1ccco1	-4.6	0.8	1387	1.3	18.6	-3.4	-10.6	2.2	1	-2.3
O=C(COC(=O)CNC(=O)C1CCCCC1)Nc1ccc2c(c1)OCCO2	0.3	1	1409	-0.9	-1.2	-4.0	-4.5	1.7	1	-1.0
Cn1cc(CN2CCc3c([nH]c4ccccc34)C2C(C)(C)C)cn1 (centres undefined)	-7.2	0.9	1412	-1.6	7.4	-1.9	0.9	10.4	1.1	-0.2
Cc1cc(OCC(=O)Nc2ccc(N3CCN(C(=O)c4ccco4)CC3)cc2)cc(C)c1Cl	-4.3	0.9	1602	3.1	6.3	-2.8	-7.3	3.4	1	3.0
CS(=O)(=O)N(CC(=O)Nc1ccccc1C(=O)NCc1ccco1)c1ccc2c(c1)OCCO2	-1.1	1.1	1360	-8.6	-6.3	-4.7	1.2	-0.4	1	-7.6
COc1ccc(/C=N/NC(=O)C2C(=O)NCC2c2ccccc2)c(OC)c1 (centres undefined)	-5.3	0.9	1593	4.7	8.1	-1.0	-7.0	7.8	1.1	10.4
COc1ccc(CCN(Cc2nc(-c3ccccc3)no2)Cc2nc(-c3ccccc3)no2)cc1OC	-6.6	0.9	1403	-10.6	10.0	-3.2	3.2	-1.9	1.1	-5.0
CCN1CCN(C(=O)C2c3cc(OC)c(OC)cc3C(=O)N(C)C2c2ccc(SC)cc2)CC1 (centres undefined)	-1.2	1	1510	4.8	1.7	0.5	-6.8	-0.8	1	17.5
Cc1cc(C)nc(N2CCCC(C(=O)NCc3ccc4c(c3)OCO4)C2)n1 (centres undefined)	-3.7	1	1564	5.1	-1.6	-7.2	-7.2	7.8	1	-0.6
COc1ccccc1C(=O)C1CCCN(C(=O)c2cn3cc(Cl)ccc3n2)C1 (centres undefined)	-7.8	1	1583	3.9	0.6	-1.1	-11.5	3.7	1.1	-5.3
COC(=O)C(C)NC(=O)c1ccc(C(C)(C)C)cc1 (centres undefined)	-8.8	0.5	1552	-2.7	46.2	-4.0	-8.2	1.8	1.1	-14.8
C=CCn1c(CNC(=O)CCC)nc2ccccc21	.	.	1416	0.0	.	.	.	-2.8	.	-5.2
COC(=O)c1ccccc1NS(=O)(=O)c1cn(C)c(=O)n(C)c1=O	-3.3	1	1730	-5.2	-1.7	-4.2	-0.6	0.2	1	-0.3
Going on with the list.
SMILES	TNAP inh hiacc	bIAP act	TR-FRET SRC-2 ct	PPARg SRC-3 ag	bIAP inh	HMGR II inh	TNAP inh no acc	PPARg SRC1 recr	TNAP act hiacc	PPARg SRC-2 ag
Cn1c(=O)oc2cc(S(=O)(=O)NCCN3CCc4ccccc4C3)ccc21	-5.5	0.8	1648	3.3	15.1	-5.8	-10.7	11.8	1.1	6.5
Cc1ocnc1C(=O)Nc1ccc(Cl)cc1	4.0	1	1464	-3.9	-3.3	2.5	-2.1	9.2	1	1.4
Cc1cc(C(=O)N(C)C)sc1-c1ccccc1	-1.7	1.1	1436	-1.7	-8.7	-6.8	-8.9	-3.7	1	1.5
Brc1ccc(NCc2cccc3ccccc23)nc1	-4.8	0.9	1597	-0.3	14.5	-1.6	-8.9	-2.3	1	6.1
C/C(=N\NC(=O)c1c(Cl)cnn1C)c1ccc(NC(=O)c2ccncc2)cc1	-2.2	1	1354	-2.8	-4.0	3.4	6.3	-3.8	1	0.1
O=[N+]([O-])c1ccccc1Nc1c2ccccc2nc2ccccc12	9.1	0.9	1642	1.1	9.1	-2.4	6.8	1.1	0.9	1.0
COc1cnc(-c2ccccc2)[nH]c1=O	-1.4	1	1594	3.4	-2.9	-1.6	-12.2	8.1	1	4.1
O=P(COCCOCCOCCOCP(=O)(c1ccccc1)c1ccccc1)(c1ccccc1)c1ccccc1	-0.7	1.3	1361	2.5	-25.1	-0.5	-8.4	-0.7	1	2.3
COc1ccc(C(=O)CN2C(=O)COc3ccccc32)cc1	-11.4	1	1479	1.9	-0.4	-4.0	-4.9	-1.4	1.1	4.3
Cc1ccc(-n2nnnc2SCC#N)cc1	2.6	1	1466	3.7	1.6	1.9	-8.3	-7.8	1	-3.6
O=C(CS(=O)c1cccc(Cl)c1)Nc1ccccc1Cl (centres undefined)	-0.1	1	1703	10.1	3.8	-3.4	-6.4	2.9	1	1.1
O=S(=O)(/N=C(/Nc1ccc(F)cc1F)c1ccccc1)c1ccc(Br)cc1	-1.2	0.8	1359	-1.4	23.5	-1.2	-9.0	-2.2	1	-5.3
Nc1nc(SCC(=O)c2ccc([N+](=O)[O-])cc2)n[nH]1	0.1	1.1	1540	-0.2	-14.6	0.8	-35.4	-3.0	1	1.9
O=C(N/N=C/c1ccccn1)c1cc([N+](=O)[O-])cc([N+](=O)[O-])c1	0.5	1.1	1302	-4.3	-9.6	-4.9	-0.1	1.1	1	-2.8
Cc1ccccc1Nc1nc(-c2sc(NC(=O)c3ccco3)nc2C)cs1	0.7	1	1546	-4.2	-4.9	-2.6	-13.3	1.3	1	2.0
Cc1ccc(CNC(=O)c2ccc3c(c2)NC(=O)C(N2CCOCC2)S3)cc1 (centres undefined)	-7.3	1	1593	8.1	0.8	-1.1	-14.2	9.5	1.1	4.2
CCn1nnnc1SCC(=O)N1c2ccccc2Sc2ccccc21	-0.8	0.9	1411	-5.2	9.6	4.8	-5.4	6.0	1	6.8
CCOc1ccc(C2CC(=O)NC3=C2C(=O)CCC3)cc1Cl (centres undefined)	-4.2	0.9	1371	7.1	10.1	-4.0	-9.4	0.9	1	-4.1
CCCCCCN1C(=O)C(O)=C(C(C)=O)C1c1ccccc1[N+](=O)[O-] (centres undefined)	2.7	1.4	1452	3.8	-43.8	0.0	3.1	3.4	1	0.1
NC(=O)C1CCN(c2ccc(S(=O)(=O)N3CCC(Cc4ccccc4)CC3)cn2)CC1	-3.3	1.1	1666	1.6	-7.5	-4.1	-10.9	15.7	1	8.2
COc1ccccc1Oc1nc2c(c(=O)n(Cc3ccccc3F)c(=O)n2C)n1C	-3.6	0.9	1495	2.1	5.2	2.1	-8.6	-4.5	1	-3.3
CC(=O)c1ccc(-c2nnc(CCC(=O)N(C)Cc3cccc4cnccc34)o2)s1	-8.9	0.9	1400	-0.4	14.4	-4.9	-9.9	-5.1	1.1	0.0
Cc1ccc(CC(=O)N/N=C/c2ccc(OC(=O)c3ccc([N+](=O)[O-])cc3)cc2)cc1	2.7	0.9	1590	-2.7	11.9	-4.8	-8.6	-1.1	1	1.0
CCOC(=O)CN(C(=O)CCC(=O)Nc1cc(C)on1)C(C(=O)NC1CCCC1)c1cccnc1 (centres undefined)	-1.0	1	1653	6.3	0.3	3.8	-8.0	4.4	1	6.6
COc1ccc(Br)cc1C(=O)Nc1cccc2ncccc12	0.9	1	1685	3.2	-1.3	-1.4	-9.8	11.3	1	7.5
Cc1nnc(SCC(=O)Nc2ccc3c(c2)OCO3)[nH]c1=O	1.2	1	1732	3.5	-0.4	-2.4	2.8	3.2	1	9.0
COc1ccc(C(=O)OCC(=O)c2ccccc2)cc1S(=O)(=O)N1CCOCC1	-9.0	1.1	1320	-5.1	-7.5	-3.0	-14.1	-3.0	1.1	-1.9
C=CCc1c(C)nc(SC)nc1Nc1ccc(C(C)=O)cc1	-2.2	1	1569	2.0	-0.2	-4.8	-7.9	2.9	1	-5.8
COc1cccc2c1OCC(CN1CCN(Cc3ccccc3)C(CCO)C1)=C2 (centres undefined)	-4.6	1.1	1317	1.3	-7.8	-5.2	-1.9	-1.9	1	-3.3
Cc1ccc(NC(=O)Cn2nnc(-c3ccccc3-n3cnnn3)n2)c(C)c1	-0.1	0.9	1509	1.2	12.8	8.1	-8.3	10.5	1	2.2

Complete entries as entered above. Order of values: TNAP inh hiacc	bIAP act	TR-FRET SRC-2 ct	PPARg SRC-3 ag	bIAP inh	HMGR II inh	TNAP inh no acc	PPARg SRC1 recr	TNAP act hiacc	PPARg SRC-2 ag
Results for `Cc1ccc(CC(=O)N/N=C/c2ccc(OC(=O)c3ccc([N+](=O)[O-])cc3)cc2)cc1` = 2.7	0.9	1590	-2.7	11.9	-4.8	-8.6	-1.1	1	1.0
Results for `Nc1nc(SCC(=O)c2ccc([N+](=O)[O-])cc2)n[nH]1` = 0.1	1.1	1540	-0.2	-14.6	0.8	-35.4	-3.0	1	1.9
Results for `COc1ccc(Br)cc1C(=O)Nc1cccc2ncccc12` = 0.9	1	1685	3.2	-1.3	-1.4	-9.8	11.3	1	7.5
Results for `Cc1ocnc1C(=O)Nc1ccc(Cl)cc1` = 4.0	1	1464	-3.9	-3.3	2.5	-2.1	9.2	1	1.4

Screening data as filed in PubChem.
